Screening results from PubChem.
hIAP activ: human IAP activators, primary screen, biochemical, luminescence, uHTS. Intestinal-type alkaline phosphatase (Homo sapiens), P09923. purified human IAP, CDP-Star luminescence, 30 min; active compounds read high; 1 = vehicle-only enzyme, 0 = enzyme-free background. activation factor at 10 µM. 330,000 tested, 0.16% active;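 active means activation factor of the enzyme at least 2-fold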; further: the source names both 10 and 20 µM as test concentration; values of inactives mirror those of a sister screen read the other way
Target sequence (P09923 whole entry, looked up): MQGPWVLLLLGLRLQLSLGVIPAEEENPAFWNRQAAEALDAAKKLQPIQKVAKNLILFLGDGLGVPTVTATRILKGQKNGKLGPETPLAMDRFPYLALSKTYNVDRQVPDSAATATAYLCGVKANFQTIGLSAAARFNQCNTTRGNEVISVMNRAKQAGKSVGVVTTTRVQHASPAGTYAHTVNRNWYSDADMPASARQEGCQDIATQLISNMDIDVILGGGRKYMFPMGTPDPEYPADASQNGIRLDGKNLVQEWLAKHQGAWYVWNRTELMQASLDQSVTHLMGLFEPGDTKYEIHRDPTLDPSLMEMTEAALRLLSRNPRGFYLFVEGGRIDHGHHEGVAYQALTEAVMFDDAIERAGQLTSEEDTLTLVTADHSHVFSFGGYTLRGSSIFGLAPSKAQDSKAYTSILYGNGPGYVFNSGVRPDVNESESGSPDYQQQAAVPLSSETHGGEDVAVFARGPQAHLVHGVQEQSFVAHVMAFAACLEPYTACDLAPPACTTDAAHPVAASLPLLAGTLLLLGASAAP
mIAP block: inhibitors of mouse IAP, primary screen, biochemical, luminescence, uHTS; inhibition, % at 10 µM; 330,000 tested, 0.2% active; intestinal alkaline phosphatase [Mus musculus]; purified mouse IAP, CDP-Star luminescence, 30 min;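 active means inhibition of at least 40% at 10 µM in the primary screen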;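 further: plate controls were DMSO with enzyme for no effect and no enzyme wells for full effect; values of inactives mirror those of a sister screen read the other way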
APOBEC3G inh: APOBEC3G DNA deaminase inhibitors, primary screen, biochemical, fluorescence, single-stranded DNA substrate, uHTS; recombinant A3G, ssDNA deamination FAM/TAMRA fluorescence; AID 493012, 2011; 330,000 tested, 0.28% active; DNA dC->dU-editing enzyme APOBEC-3G (Homo sapiens), Q9HC16; inhibition, % at 20 µM;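 active means inhibition of at least 40% at 20 µM, with no more than 30% in the related APOBEC3A deaminase screen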;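 further: plate controls were DMSO wells with A3G for no effect and wells lacking A3G enzyme for full effect; some compounds called inactive have numbers as strong as hits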
mIAP activ: activators of mouse IAP, primary screen, biochemical, luminescence, uHTS. muIAP, CDP-Star luminescence, 30 min; active compounds read high; 1 = vehicle-only enzyme signal, 0 = enzyme-free wells. activation factor at 10 µM. 330,000 tested, 0.24% active;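 active means activation factor of at least 2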; further: the source names both 10 and 20 µM as test concentration; values of inactives mirror those of a sister screen read the other way
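Assay system: mouse IAP enzyme / Compound: DMSO-dissolved test compounds / Timing: 30 min, room temperature / Measured by: luminescence from enzymatic CDP-Star hydrolysis / Control set: DMSO-only wells, enzyme-free buffer wells as negative control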
beta cell repl: inducers of MIN6 beta-cell proliferation, primary screen, ATP luminescence, uHTS; MIN6 cells proliferation, ATPlite luminescence, 48 h; cells starved in 0.2% serum; 100% = growth in 10% serum; proliferation, % at 10 µM; 330,000 tested, 0.29% active; AID 2380, 2010;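 active means compounds whose signal lies at least 3.5 SD above the mean of all wells on their plate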;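 further: 0% = DMSO-treated cells in low-serum medium and 100% = 10% serum control; some compounds called inactive have numbers as strong as hits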
ATG4B inhibitor: ATG4B protease inhibitors, primary screen, biochemical, fluorescence, uHTS. ATG4B cleavage of LC3-PLA2, NBD-HPC fluorescence, 1 h. inhibition, % at 8.33 µM. 340,000 tested, 0.51% active. AID 504462, 2011; in the data active means inhibition above about 40%
Target sequence (Q9Y4P1 whole entry, looked up): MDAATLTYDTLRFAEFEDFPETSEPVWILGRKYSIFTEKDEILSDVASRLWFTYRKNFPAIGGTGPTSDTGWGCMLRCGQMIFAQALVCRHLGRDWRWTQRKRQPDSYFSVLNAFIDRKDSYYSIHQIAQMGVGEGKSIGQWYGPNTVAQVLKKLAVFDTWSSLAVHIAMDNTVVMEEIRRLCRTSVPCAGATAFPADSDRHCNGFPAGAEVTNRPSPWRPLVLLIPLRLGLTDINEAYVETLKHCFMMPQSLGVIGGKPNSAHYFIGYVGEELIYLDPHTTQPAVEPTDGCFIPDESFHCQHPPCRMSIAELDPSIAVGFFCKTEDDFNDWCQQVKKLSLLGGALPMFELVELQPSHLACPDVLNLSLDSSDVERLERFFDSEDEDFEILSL
hIAP inh: human IAP inhibitors, primary screen, biochemical, luminescence, uHTS; inhibition, % at 10 µM; 330,000 tested, 0.12% active; purified IAP, CDP-Star luminescence, 30 min; Intestinal-type alkaline phosphatase (Homo sapiens), P09923;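 active means inhibition reaching a set limit with compound at 10 µM in the primary screen, cut at about 35% in these data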;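 further: plate controls were DMSO wells with enzyme for no effect and no-enzyme buffer wells for full effect; values of inactives mirror those of a sister screen read the other way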
MPTP inh: mitochondrial permeability transition pore inhibitors, primary screen, biochemical, isolated mouse mitochondria, absorbance | Ca2+ swelling absorbance, 30 min | inhibition, % at 10 µM | 360,000 tested, 1.4% active;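 active means inhibition of 50% or more, scaled per plate between neutral and stimulator controls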;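 further: 0% = DMSO wells given calcium and 100% = 1 mM EGTA wells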
A3A deaminase: APOBEC3A ssDNA deaminase inhibitors, primary screen, selectivity assay for APOBEC3G inhibitor project, biochemical, FAM/TAMRA oligo cleavage fluorescence; DNA dC->dU-editing enzyme APOBEC-3A (Homo sapiens), P31941; recombinant A3A, FAM/TAMRA ssDNA deamination fluorescence; inhibition, % at 20 µM; 330,000 tested, 0.41% active; AID 493011, 2011;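 active means at least 40% inhibition at 20 µM here, with at most 30% in a related deaminase screen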;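 further: plate controls were A3A with DMSO for no effect and wells lacking A3A enzyme for full effect; some results filed as inactive read as strong as hits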
* = called active by the depositor.

entry	SMILES	hIAP activ	mIAP block	APOBEC3G inh	mIAP activ	beta cell repl	ATG4B inhibitor	hIAP inh	MPTP inh	A3A deaminase
1	COc1ccc(/C=N/OCC(=O)NC(c2ccccc2)c2ccccc2)cc1OC	1.1	-7	-5	1.1	0	-10	-7	-0.2	-1
2	O=C1CS/C(=N\c2ccccn2)N1C1CCCCC1	1.1	0	-3	1	0	-1	-11	-1.7	1
3	O=C(c1cccc(C(F)(F)F)c1)C1CCCN(C(=O)CN2CCOC2=O)C1 (centres undefined)	1.1	7	-5	0.93	1	-5	-5	0.6	-3
4	CCN(CC)c1ccc(NC(=O)CN2CCN(c3nc(C)cc(C)n3)CC2)cc1	1.1	-4	-2	1	-3	-8	-11	-1.1	-5
5	Fc1ccc(/C=N/Nc2nnnn2-c2ccccc2)cc1	0.79	7	-8	0.93	5	5	22	-1.0	-4
6	O=C(CN(Cc1ccco1)C(=O)CNS(=O)(=O)c1ccc(F)cc1)NCc1ccccc1	1.3	-5	-1	1.1	0	-12	-28	0.2	-5
7	O=S(=O)(Nc1ccc(Br)cc1)N1CCOCC1	1.1	6	-5	0.94	-5	-6	-12	-1.1	-1
8	COC(=O)c1c(N)nc(C)n1-c1ccc(OC)cc1	0.99	4	-3	0.96	0	-18	1	-2.9	0
9	CCOc1ccc(NC(=O)CN(C)C(=O)CC2CCCCC2)cc1OCC	0.95	-6	-7	1.1	-2	4	5	0.1	-4
10	O=C(Nc1nc(-c2ccc(F)c(F)c2)cs1)c1cc([N+](=O)[O-])ccc1N1CCOCC1	0.96	14	-6	0.86	0	-7	4	3.8	-1
11	NCCNC(=O)Cc1cccc(NC(=O)Cc2ccc(Nc3ncnc4c3ncn4[C@@H]3O[C@H](CO)[C@@H](O)[C@H]3O)cc2)c1	1.1	-7	-4	1.1	-7	-7	-8	0.9	-1
12	Cc1ccccc1NC(=O)CSCCO	1.1	-4	-7	1	-1	0	-13	0.0	-2
13	C/C(=C\c1ccccc1)C(=O)Nc1nc2ccc([N+](=O)[O-])cc2s1	0.81	11	-1	0.89	-2	32	19	53*	-2
14	O=C(C[C@H]1C/C=C\C[C@@H](Cc2ccc(F)cc2)C(=O)O[C@H](c2ccccc2)CNC1=O)N[C@@H](CO)Cc1ccccc1	0.98	-4	-2	1	-3	-8	2	-1.7	2
15	CCOC(=O)C1CCN(C2CCN(C(=O)c3oc4c(C)c(C)ccc4c3C)CC2)CC1	0.87	14	-4	0.86	-1	0	13	-0.9	-1
16	NCc1cccc(CNc2ccc([N+](=O)[O-])cc2C(N)=O)c1	0.91	-4	-6	1	6	8	9	0.7	-2
17	COc1ccc(CNC(=O)CN(Cc2ccccc2)C(=O)CCC(=O)Nc2ccccn2)cc1	0.99	9	-5	0.91	0	-8	1	0.1	-1
18	COc1cc(NC(=O)Cn2ccsc2=N)cc(OC)c1	1.1	8	8	0.92	-3	-2	-11	-0.1	34
19	O=C(c1nc2ccccn2c1CN1CCCC(OCc2ccccc2)C1)N1CCCC1 (centres undefined)	0.87	3	-10	0.97	1	7	13	1.0	-2
20	CC(C(=O)Nc1nccs1)N1C(=O)c2ccccc2S1(=O)=O (centres undefined)	1.7	-6	-5	1.1	1	3	-71	-1.1	0
21	O=C1COc2ccc(C(=O)COC(=O)c3ccco3)cc2N1	1.1	4	-1	0.96	-1	-2	-11	1.2	4
22	COc1ccc(CCN2CC(C(=O)NCCc3ccc(C(F)(F)F)cc3)CCC2=O)cc1 (centres undefined)	1.2	-7	-6	1.1	-1	1	-21	1.4	-5
23	C[C@H](CO)N1C[C@H](C)[C@@H](CN(C)C(=O)Nc2ccc3c(c2)OCO3)Oc2ccc(NC(=O)C3CCCCC3)cc2C1=O	0.94	-9	-6	1.1	-2	0	6	0.4	-7
24	C=CCNc1nc2c(c(=O)[nH]c(=O)n2C)n1CCCCC	1	-6	2	1.1	1	-2	-4	-0.3	-1
25	OC(CNCc1cccs1)c1ccccc1 (centres undefined)	0.95	9	-8	0.91	-2	-1	5	0.1	-3

Continued:
entry	SMILES	hIAP activ	mIAP block	APOBEC3G inh	mIAP activ	beta cell repl	ATG4B inhibitor	hIAP inh	MPTP inh	A3A deaminase
26	Cc1ccc(Sc2ccc(C(=O)NC(C)C)cc2[N+](=O)[O-])cc1	0.97	18	-8	0.82	-3	-4	3	-0.1	-6
27	Cc1ccc(NC(=O)c2ccccc2OCC(=O)c2ccc(F)cc2)cc1	1	-3	-7	1	-2	0	-5	4.0	-2
28	CC(=O)c1ccc(NC(=O)CCn2c(=S)oc3ccccc32)cc1	1.1	-5	-9	1	1	-3	-7	0.9	0
29	Nc1nc(CSc2ccc(Cl)cc2)nc(N2CCCCC2)n1	0.96	-12	-2	1.1	-4	12	4	8.1	-1
30	O=C(O)/C=C/C(=O)N1Cc2cc3ccccc3nc2C1	1.2	6	-5	0.94	0	-7	-16	-1.0	6
31	CC(C)Sc1nc2sccc2c(=O)n1-c1ccccc1	1	1	-13	0.99	0	34	0	-0.3	4
32	COc1ccc(C(=O)NCc2ccc(-c3nc4ccccc4s3)cc2)cc1	1	7	-5	0.93	-1	-2	-4	1.8	-4
33	CNC(=O)c1ccccc1S(=O)c1ccccc1C#N (centres undefined)	1	-6	-2	1.1	1	9	-1	0.2	1
34	CCN(C(=O)CN1C(=O)NC2(CCc3ccccc32)C1=O)C1CCCCC1 (centres undefined)	1	-3	-10	1	-3	6	0	-0.9	5
35	O=C(N/N=C(\CC(=O)c1cccs1)C(F)(F)F)c1cccnc1	0.96	13	-3	0.87	-1	-9	4	5.4	-2
36	CCCOc1ccc(N2C(=O)CC(N(Cc3ccc(S(N)(=O)=O)cc3)C(=O)CC)C2=O)cc1 (centres undefined)	1.2	-4	-7	1	1	-8	-18	17	-2
37	CCOc1cc(S(=O)(=O)N(CC)CC)ccc1Br	0.99	9	-7	0.91	1	0	1	-2.1	-2
38	Cc1onc(-c2ccccc2)c1C(=O)Nc1ccc(S(=O)(=O)N2CCCC2)cc1	0.98	-11	-13	1.1	3	-3	2	1.0	1
39	CCCCC(=O)Nc1ccc(NC(=O)CCCC)nc1	1.3	-1	-3	1	4	-5	-31	-0.2	2
40	NC(=O)c1ccsc1NC(=O)c1ccc(N2CCCC2=O)cc1	0.89	6	-5	0.94	-5	0	11	0.7	-1
41	Cc1ccccc1CS(=O)(=O)c1cnc2ccccc2n1	1.1	0	-4	0.99	-4	3	-11	-0.8	1
42	CCN(Cc1nc2cc(OC)c(OC)cc2c(=O)[nH]1)C(=O)c1ccc(S(=O)(=O)N(C)C)cc1	0.93	9	-2	0.91	2	-5	7	-0.9	-2
43	Cc1oc(-c2cccc(Cl)c2)nc1CN1CCCC(C(=O)NCCCN2CCOCC2)C1 (centres undefined)	0.88	0	-4	1	-3	-2	12	-2.6	-3
44	Cc1ccc(NC2CCCN(C(=O)CCc3scnc3C)C2)cc1C (centres undefined)	0.82	-7	40	1.1	1	-1	18	0.9	0
45	COCCOC(=O)c1[nH]c2c(c1C)C(=O)CC(c1ccco1)C2 (centres undefined)	0.92	3	28	0.97	-4	2	8	0.2	56*
46	CCc1ccc(/C(C)=N/NC(=O)c2c[nH]c3ccccc23)s1	1.1	-2	-8	1	-2	13	-14	0.1	0
47	O=C(OCc1cc(=O)n2cc(Br)ccc2n1)C1COc2ccccc2O1 (centres undefined)	1.1	-1	-1	1	-2	-6	-9	-0.3	2
48	COc1ccc(OC)c(C(=O)NC(CC(N)=O)c2ccc(NCCN3CCOCC3)c([N+](=O)[O-])c2)c1 (centres undefined)	0.95	2	-8	0.98	-6	-1	5	-0.8	4
49	COc1ccccc1-c1n[nH]c(=S)n1N	1.1	-15	-2	1.1	-3	0	-14	-1.1	-6
50	Cc1nc2cc(NC(=O)NCCC3=CCCCC3)ccc2o1	1.1	-24	-1	1.2	-5	26	-11	-0.7	1

In a second layout: results already given
#37 CCOc1cc(S(=O)(=O)N(CC)CC)ccc1Br
#38 Cc1onc(-c2ccccc2)c1C(=O)Nc1ccc(S(=O)(=O)N2CCCC2)cc1
#39 CCCCC(=O)Nc1ccc(NC(=O)CCCC)nc1
compound no.,37,38,39
hIAP activ,0.99,0.98,1.3
mIAP block,9,-11,-1
APOBEC3G inh,-7,-13,-3
mIAP activ,0.91,1.1,1
beta cell repl,1,3,4
ATG4B inhibitor,0,-3,-5
hIAP inh,1,2,-31
MPTP inh,-2.1,1.0,-0.2
A3A deaminase,-2,1,2

Remaining list, next part
entry	SMILES	hIAP activ	mIAP block	APOBEC3G inh	mIAP activ	beta cell repl	ATG4B inhibitor	hIAP inh	MPTP inh	A3A deaminase
51	O=C(CCNC(=O)c1ccc([N+](=O)[O-])cc1)Nc1ccc(F)c(F)c1F	0.8	8	-10	0.92	-3	4	20	-1.9	9
52	C/C(CC(=O)Nc1ccc(Cl)c(Cl)c1)=N\NC(N)=S	1.2	-6	-1	1.1	-4	-5	-23	-0.5	-2
53	CCc1ccc(Oc2nnnn2-c2ccc(C(N)=O)cc2)cc1	0.88	6	-5	0.94	1	60*	12	-2.8	0
54	O=C1CSC(=S)N1c1cccnc1	1.1	10	-4	0.9	-3	2	-6	0.9	-2
55	Cc1ccc(-c2nc(C3CCCN(S(=O)(=O)c4ccc(C(F)(F)F)cc4)C3)no2)cc1 (centres undefined)	0.91	6	-9	0.94	-4	6	9	13	-1
56	CC(=O)Nc1ccc(NC(=O)CSc2nccn2Cc2ccc(Cl)cc2)cc1	1	-9	14	1.1	-2	-7	-1	-1.2	10
57	Cc1onc(-c2ccccc2Cl)c1C(=O)NNC(=O)c1cccc(F)c1	0.97	-1	-7	1	-1	6	3	0.1	0
58	CCCN(CCC)CCNC(=O)CN1C(=O)COc2ccc(S(=O)(=O)N3CCOCC3)cc21	1.1	-2	0	1	-2	-5	-10	-1.1	1
59	CC(=O)N1c2ccc(S(=O)(=O)NCCC(=O)NCc3ccc(F)cc3)cc2CC1C (centres undefined)	1.1	3	-1	0.97	0	-6	-9	0.4	-3
60	CCCOc1ccc(C2/C(=C(/O)c3ccc(F)cc3)C(=O)C(=O)N2CCCN(C)C)cc1 (centres undefined)	1.2	-2	-6	1	-2	-7	-23	-0.7	-4
61	C/C(=N\NC(=O)c1cc2ccccc2cc1O)c1ccc(C)o1	0.97	15	-4	0.85	-7	-1	3	-0.3	1
62	Cc1ccc(C2(C(F)(F)F)N=C3Sc4cc(C)cc(C)c4N3C(=O)N2)cc1 (centres undefined)	0.79	-5	0	1	-6	-8	21	5.4	4
63	O=C1CN(C(=O)c2ccc(Cl)c(S(=O)(=O)N3CCc4ccccc43)c2)c2ccccc2N1	0.99	10	-4	0.91	-4	-7	1	3.6	7
64	CCOC(=O)CN1C(=O)S/C(=C/c2cccc([N+](=O)[O-])c2O)C1=O	0.72	6	34	0.94	-3	-1	28	2.8	65
65	Cc1ccc(N/C=C/C(=O)c2cccs2)cc1C	0.89	9	-4	0.91	-2	14	11	1.2	-3
66	CCOC(=O)c1sc(=NC(=O)c2ccc(C)c(C)c2)n(C)c1C	1.1	8	-5	0.92	-2	-4	-7	-2.1	-3
